Screens from PubChem.
Wnt bcat act – Wnt/beta-catenin pathway activators, primary screen, cell-based, plate reader, single point; Wnt/beta-catenin reporter cell assay, activator; activation, % at 9.35 µM; 1.2% of 300,000 active; AID 743398, 2014; in the data active = activation above about 30%, passing the limit was not always enough; inconclusive = no clear call, values can overlap the other calls;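 also: 0% = neutral control wells and 100% = positive control wells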
PvdQ inh – P. aeruginosa PvdQ acylase inhibitors, primary screen, biochemical, fluorescence, plate reader and imaging, single point | purified PvdQ acylase | inhibition, % at 10 µM | 0.063% of 340,000 active | AID 488965, 2010; in the data active = inhibition above about 30%, passing the limit was not always enough; inconclusive = no clear call, values can overlap the other calls;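 also: 0% = vehicle neutral wells and 100% = reference inhibitor wells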
AddAB inh – growth inhibition of E. coli expressing H. pylori AddAB, primary screen, AddAB inhibitor project, absorbance; AID 435030, 2010; inhibition, % at 11.9 µM; 0.29% of 330,000 active; in the data active = inhibition above about 12%;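 also: 0% = vehicle wells of infected cells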
Ecoli viability – E. coli V3065 growth inhibition, primary screen, counter-screen for AddAB inhibitor project, absorbance, OD600; 18 h; inhibition, % at 11.9 µM; 0.27% of 330,000 active; AID 449728, 2010;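 active = inhibition above the campaign's mean inhibition across all tested compounds plus 3 SD, cut at about 9.9% in these data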;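 also: uninfected addAB+ strain grown without phage in ampicillin broth; 0% = DMSO wells and 100% = ciprofloxacin 0.95 µg/ml wells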
Rtt109 HAT inh – inhibitors of C. albicans Rtt109/Vps75 HAT, primary screen, biochemical, ThioGlo CoA-SH fluorescence, plate reader | Histone acetyltransferase RTT109 (Candida albicans (strain SC5314 / ATCC MYA-2876)), … | purified Rtt109/Vps75, 4 h | inhibition, % at 34.9 µM | 0.16% of 330,000 active | AID 540336, 2011;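 active = inhibition of at least 50% in every replicate; inconclusive = best replicate reaches 50% inhibition but some replicates fall short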
Target sequence (Q5AAJ8 whole entry, looked up): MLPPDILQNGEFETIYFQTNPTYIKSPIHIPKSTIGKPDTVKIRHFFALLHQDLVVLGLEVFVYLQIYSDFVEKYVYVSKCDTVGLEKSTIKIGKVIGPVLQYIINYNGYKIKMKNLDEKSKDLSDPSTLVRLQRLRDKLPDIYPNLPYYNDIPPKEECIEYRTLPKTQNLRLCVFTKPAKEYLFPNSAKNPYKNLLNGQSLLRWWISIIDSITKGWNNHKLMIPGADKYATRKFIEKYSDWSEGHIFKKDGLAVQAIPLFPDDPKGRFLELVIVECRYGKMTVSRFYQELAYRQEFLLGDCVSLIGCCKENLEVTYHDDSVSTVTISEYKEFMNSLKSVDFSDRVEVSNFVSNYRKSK
Tat transport – E. coli Tat export inhibitors, primary screen, MC4100, TorA-mCherry reporter, fluorescence, single point | inhibition, % at 10 µM | 0.036% of 340,000 active | AID 488895, 2010;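 active = mean replicate inhibition at least 50% and at least half of replicates individually reaching 50%; inconclusive = only one of the two criteria met; inactive = neither criterion met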;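 also: exported cargo escapes ClpAP degradation while cytoplasmic cargo is degraded and loses fluorescence; 0% = median of neutral control wells and 100% = median of NaSCN control wells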
DAGLB inhibitor – DAGLB lipase inhibitors, primary screen, biochemical, fluorescence, HTS. Diacylglycerol lipase-beta (Homo sapiens), Q8NCG7. HEK293T DAGLB membrane lysate, EnzChek fluorogenic substrate. inhibition, % at 5.17 µM. 0.059% of 340,000 active; in the data active = inhibition above about 34%;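 also: 0% = enzyme with vehicle and 100% = wells lacking enzyme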
Target sequence (Q8NCG7 whole entry, looked up): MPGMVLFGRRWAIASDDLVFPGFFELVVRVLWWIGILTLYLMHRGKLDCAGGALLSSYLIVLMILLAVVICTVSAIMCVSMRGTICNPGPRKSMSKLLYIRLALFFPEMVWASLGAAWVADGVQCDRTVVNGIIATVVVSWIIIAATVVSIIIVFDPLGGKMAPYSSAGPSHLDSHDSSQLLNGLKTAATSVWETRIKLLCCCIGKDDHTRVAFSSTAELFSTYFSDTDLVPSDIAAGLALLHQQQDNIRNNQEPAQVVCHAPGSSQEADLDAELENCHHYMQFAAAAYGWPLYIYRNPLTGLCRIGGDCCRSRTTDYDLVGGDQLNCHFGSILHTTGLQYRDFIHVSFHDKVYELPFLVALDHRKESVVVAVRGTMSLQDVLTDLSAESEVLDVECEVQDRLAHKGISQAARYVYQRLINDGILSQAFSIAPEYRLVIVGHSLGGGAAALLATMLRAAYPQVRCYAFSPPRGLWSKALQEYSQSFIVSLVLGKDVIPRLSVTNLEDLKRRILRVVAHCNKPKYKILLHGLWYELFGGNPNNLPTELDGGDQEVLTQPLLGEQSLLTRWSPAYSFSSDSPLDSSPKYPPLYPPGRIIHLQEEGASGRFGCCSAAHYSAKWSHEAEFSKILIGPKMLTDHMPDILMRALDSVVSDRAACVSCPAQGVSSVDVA
phage Ecoli inh – growth loss of phage-infected E. coli, primary screen, RecBCD inhibitor project, absorbance, with phage, HTS; inhibition, % at 11.9 µM; 0.26% of 360,000 active; AID 651602, 2012; in the data active = inhibition above about 11%
PfHsp90 set2 – growth inhibition of PfHsp90-expressing yeast, primary screen, antimalarial PfHsp90 inhibitor project, S. cerevisiae, BacTiter-Glo luminescence, single point, set 2; BacTiter-Glo ATP, 48 h; yeast lacking PDR1 and PDR3 efflux regulators; inhibition, % at 9.4 µM; 0.32% of 310,000 active; AID 504621, 2011;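 active = every replicate shows inhibition above about 80%, whatever the replicate mean, limit read from the data; inconclusive = mean inhibition reaches the set limit but some replicate falls short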;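 also: 0% = DMSO neutral controls and 100% = 20 µM radicicol positive controls; yeast relying on Plasmodium falciparum Hsp90 in place of its own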
CAL PDZ inh – CAL PDZ peptide-binding inhibitors, primary screen, biochemical, fluorescence polarization, Cer-tagged CAL PDZ, HTS; 0.02% of 330,000 active; inhibition, % at 20 µM; purified CAL PDZ, TMR-peptide fluorescence polarization, 1 h; AID 504414, 2011; Golgi-associated PDZ and coiled-coil motif-containing protein (Homo sapiens), Q9HD26;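 active = highest replicate inhibition of at least 40%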;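 also: plate controls were DMSO neutral control wells for no effect and unlabeled competitor peptide control wells for full effect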
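System: tagged CAL PDZ domain. Schedule: 1 h room-temperature incubation prior to read. Signal: fluorescence polarization (mP). Measure: percent inhibition from loss of millipolarization.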
Numbers without * were called inactive; ? = inconclusive; · = not tested or not shown; & = joins results of further samples.

SMILES	Wnt bcat act	PvdQ inh	AddAB inh	Ecoli viability	Rtt109 HAT inh	Tat transport	DAGLB inhibitor	phage Ecoli inh	PfHsp90 set2	CAL PDZ inh
Cc1oc2c(cc(NS(=O)(=O)c3cccs3)c3ccccc32)c1C(=O)OC(C)C	·	-2	0.6	-0.4	-12	3	-1	3.2	-23	-2.1
CNC(=O)c1cnc(-c2ccccc2)nc1-c1ccccc1	0	-15	-1.4	-3.1	5	-5	-3	0.7	38	-1.5
O=C(CN1CCOCC1)Nc1ncc(Br)cc1Br	1	-3	2.1	-0.1	-3	6	1	-0.1	-13	·
CCOC(=O)c1ccc(S(=O)(=O)N2CCN(Cc3cc4c(cc3O)OCO4)CC2)cc1	0	1	2.7	2.3	3	-16	-4	1.1	2	-0.3
C=CCn1c(SCC(=O)c2[nH]c(C)c(C(=O)OCC)c2C)nc2scc(-c3ccc(OC)cc3)c2c1=O	0	-10	·	·	6	-7	1	1.9	-19	0.0
O=C1Nc2ccccc2C1=Nc1ccc(-c2nnc3n2CCCCC3)cc1	-5	-11&0	0.3	-0.2	-7&6	-8&-13	-3&4	3.2&3.6	-17&-1	0.2&0.6
Cc1cc(C)c(S(=O)(=O)N2CCC(C(=O)NCc3ccco3)CC2)c(C)c1	·	-11	0.1	-0.4	1	6	-3	1.2	11	-1.5
CC(=O)N1c2ccc(S(=O)(=O)NCCC(=O)NC3CCCC(C)C3C)cc2CC1C (stereo not drawn)	2	-19	1.7	-0.8	8	-8	0	1.3	-17	-1.7
O=C(Nc1ccc(Cl)cc1)Nc1ccc(N2CCOCC2)cc1	·	-8	0.7	0.7	·	-5	4	1.0	-32	-1.9
Cc1ccc(Cl)cc1N1CCN(C(c2cccnc2)c2nnnn2C2CCCCC2)CC1 (stereo not drawn)	·	2	2.5	1.6	-3	-2	-3	2.8	-48	-0.7
CCN(C(=O)c1c(N)cnn1C)c1ccccc1	-1	0	0.6	0.1	-10	8	1	0.5	8	-0.6
CCOC(=O)c1ccc(COC(=O)c2cc3ccccc3oc2=O)o1	·	11	2.7	-0.3	-9	1	0	2.4	-2	-1.1
CCCCn1c(N)c(N(CCOC)C(=O)CSc2nnc(-c3ccc(F)cc3)n2N)c(=O)[nH]c1=O	-3	-13	-1.4	-0.6	6	-5	1	4.3	-6	-1.5
CC(=O)N1CCC(N(C(=O)Nc2c(F)cccc2F)C(C)C)CC1	-4	-8	-1.2	-0.4	0	-2	2	1.4	22	-0.4
CCOC(=O)C1CCN(C(=O)c2ccccc2NC(=O)c2ccc(Cl)cc2)CC1	-3	12	2.9	-0.9	10	3	-2	3.4	5	0.4
CC1CC(C)CN(C(=O)C(NS(=O)(=O)c2ccc3c(c2)oc(=O)n3C)C(C)C)C1 (stereo not drawn)	-3	-5	2.6	-2.5	-13	19	1	2.3	3	-0.2
COCCCNC(=O)CC1C(=O)N(Cc2ccccc2)C(C)c2nc3ccccc3n21 (stereo not drawn)	0	-3	1.1	-0.1	-7	-15	0	3.3	-11	-2.2
CCOC(=O)N1CCN(C(=O)CSc2nnc3[nH]c(=O)c(C)c(C)n23)CC1	-1	-7	-1.0	-1.1	-10	-1	1	2.7	9	-0.4
COc1ccc(NS(=O)(=O)c2cccc(NC(=O)CCC(=O)c3cccs3)c2)cc1	-1	-14	2.8	-1.8	16	6	-1	3.2	1	0.1
COc1ccccc1N1C(=O)CC(Sc2nccc(C)n2)C1=O (stereo not drawn)	·	-6	-0.3	-2.6	-1	1	-1	2.5	-11	-3.5
O=C(O)c1ccc2c(c1)C(=O)N(c1ccccc1-c1ccccc1)C2=O	-1	-5	1.7	-0.2	-2	-2	-5	5.0	-28	-0.6
CC1CCCCN1CCCNC(=O)CCCN1C(=O)c2cccnc2Sc2ccccc21 (stereo not drawn)	·	7	-0.3	1.4	-7	-26	-3	·	0	-2.5
C/C(=C\C(=O)c1ccc(F)cc1)Nc1ccc(N2CCOCC2)cc1	12	-12	1.0	-0.6	9	0	1	1.7	14	0.1
CCOc1cc(/C=C2\SC(=NC)N(C)C2=O)cc(Cl)c1OC(C)=O	-1	12	-1.2	-1.4	7	3	-4	-0.7	-11	-1.8
N#Cc1ccc(-c2ccc(F)cc2)nc1Oc1ccc(F)cc1	-10	-10	0.2	-2.2	-11	6	-2	2.4	-17	-1.0

Three entries from above, arranged by SMILES length, low to high.
SMILES	Wnt bcat act	PvdQ inh	AddAB inh	Ecoli viability	Rtt109 HAT inh	Tat transport	DAGLB inhibitor	phage Ecoli inh	PfHsp90 set2	CAL PDZ inh
C/C(=C\C(=O)c1ccc(F)cc1)Nc1ccc(N2CCOCC2)cc1	12	-12	1.0	-0.6	9	0	1	1.7	14	0.1
Cc1ccc(Cl)cc1N1CCN(C(c2cccnc2)c2nnnn2C2CCCCC2)CC1 (stereo not drawn)	·	2	2.5	1.6	-3	-2	-3	2.8	-48	-0.7
Cc1cc(C)c(S(=O)(=O)N2CCC(C(=O)NCc3ccco3)CC2)c(C)c1	·	-11	0.1	-0.4	1	6	-3	1.2	11	-1.5

Following part
SMILES	Wnt bcat act	PvdQ inh	AddAB inh	Ecoli viability	Rtt109 HAT inh	Tat transport	DAGLB inhibitor	phage Ecoli inh	PfHsp90 set2	CAL PDZ inh
CC1CCN(C(=O)CCc2ccc(S(=O)(=O)NC(C)(C)C)cc2)CC1	-2	-5	0.6	-3.2	-4	-14	0	2.1	·	-0.8
CNc1nc2c(C)cccn2c(=O)c1C=Nc1ccc(OC)cc1	0	3	0.1	-2.2	-6	-7	3	2.1	-25	-0.2
CC(/C=N/n1c(COc2ccccc2)n[nH]c1=S)=C\c1ccccc1	·	-4	0.3	-2.9	-6	7	8	1.6	-53	-1.6
O=C(COC(=O)c1ccccc1F)NC1CCCC1	3	-12	-1.7	-2.5	-9	-5	0	1.4	-28	-0.2
COc1cccc(-c2nc(Cc3ccc(OC)c(OC)c3)no2)c1	0	-15	-1.4	-0.9	10	1	-2	3.7	·	-3.2
Cc1ccc(Nc2cc(Cl)nc(N)n2)c([N+](=O)[O-])c1	3	10	·	·	-3	10	4	3.2	·	0.5
Cc1cccc(C(C)C)c1NC(=O)C1CCN(S(=O)(=O)c2ccccc2)CC1	2	-1	-1.1	0.3	-3	8	0	2.5	-20	-2.6
O=C(Nc1cccc(Cl)c1)N1CCCCCC1	5	-7	1.0	-1.0	-4	2	2	1.1	12	1.9
CCOC(=O)C1=C(c2ccccc2)OC(N)=C(C#N)C1c1ccncc1 (stereo not drawn)	0	11	1.5	-0.2	-12	5	-3	0.1	4	0.0
COc1ccc(CN2CCC(C(=O)c3ccc(Cl)cc3)CC2)cc1	1	-16	3.6	-1.0	-2	-6	-2	2.1	7	-1.5
CCCC(c1nnnn1Cc1cccs1)N1CCN(C2CCCC2)CC1 (stereo not drawn)	-5	-6	1.2	-0.8	-8	-5	3	5.4	5	-0.4
CC1C=CCC2C(=O)N(c3cccc(C(=O)Nc4ccc(Br)cc4)c3)C(=O)C12 (stereo not drawn)	0	-9	2.1	2.4	12	-11	-5	0.2	20	-4.5
COc1cccc(/C=C/c2ccc3cccc(O)c3n2)c1OC	54*	3	2.6	1.4	1	-4	-14	-0.1	-32	-0.4
CCN(CC)S(=O)(=O)c1ccc(-c2nnc3sc4cccc(C)c4n23)cc1	-2	13	3.7	-1.1	0	1	2	1.7	3	0.4
Cc1cc(NS(=O)(=O)c2cccs2)no1	·	-15	0.1	-0.2	5	9	3	1.8	·	·
CC(C)(C)c1cc(CN2CCN(CCC#N)CC2)cc(C(C)(C)C)c1O	·	-7	-0.5	1.3	-4	0	0	-1.0	-58	·
CCOc1c(OC)cc(C2C(C#N)=C(N)Oc3n[nH]c(-c4ccncc4)c32)cc1OC (stereo not drawn)	·	-12	-1.4	-0.6	-2	-1	0	1.9	-30	-0.4
COCCOC(=O)C1=C(C)NC(C)=C(C(=O)OCCOC)C1/C=C/c1ccccc1OC	2	-14	-0.3	-1.2	5	9	2	0.7	2	0.4
COc1ccccc1C1C(C(N)=O)=C(C)Nc2ncnn21 (stereo not drawn)	-3	6	2.6	3.2	-4	-2	0	0.0	-3	-0.3
Cc1nn(CC(=O)N2CCN(c3cccc(C(F)(F)F)c3)CC2)c(=O)c2cccn12	0	-7	2.4	0.5	2	-2	4	0.6	8	-1.2
O=C(Nc1ccc(-c2cn3ccccc3n2)cc1)c1cccs1	?	1	-0.4	-4.0	-4	1	-2	4.7	9	-1.4
Cc1cc(=O)[nH]c2n[nH]c(-c3ccccc3)c12	-3	-14	1.4	1.4	-2	1	0	1.6	39	-4.2
Cc1ccc2cc(C)c3nnc(SCc4ccc(C(=O)O)cc4)n3c2c1C	8	-7	0.6	1.2	-20	2	-1	-0.4	-6	0.0
NC(=O)c1c(NC(=O)C2CCCO2)sc2c1CCC2 (stereo not drawn)	·	-8	0.6	-2.5	0	-7	2	2.4	4	0.2
CC(C)NCC(O)COCCOc1ccc(C(C)(C)C)cc1 (stereo not drawn)	·	-12	3.8	0.8	-3	-24	-1	4.7	4	-0.3

The listing continues:
SMILES	Wnt bcat act	PvdQ inh	AddAB inh	Ecoli viability	Rtt109 HAT inh	Tat transport	DAGLB inhibitor	phage Ecoli inh	PfHsp90 set2	CAL PDZ inh
COc1cc(NCCCCCCCN)c2ncccc2c1	·	1	-0.9	-5.7	7	-6	1	·	16	0.7
Cc1ccc(-n2nc3c(=O)n(CCCC(=O)N4CCC(C(N)=O)CC4)nc(C)c3c2C)cc1	-1	-3	1.9	-2.0	-2	-2	4	1.3	0	-0.3
CC1(C)Cc2c(sc3nc(N/N=C/c4ccccc4)[nH]c(=O)c23)CO1	0	-2	2.1	0.0	3	-5	0	4.9	11	-0.6
CCN(CC(=O)Nc1cccc(OC)c1)CC(=O)Nc1ccc(C)cc1Cl	-1	-15	-2.0	-3.3	-2	5	-7	-1.1	-2	·
C=CCn1cnnc1SCC(=O)N(C1CCCCC1)C1CCS(=O)(=O)C1 (stereo not drawn)	-1	-2	2.4	-0.7	-1	-2	1	1.2	·	-0.8
CCOc1ccc(C(CC(=O)O)NC(=O)C(Sc2ccccc2)c2ccccc2)cc1 (stereo not drawn)	0	1	4.3	-1.2	3	-1	·	4.4	1	0.0
Cc1c(NC(=O)CN2C(=O)NC3(CCCC3)C2=O)c(=O)n(-c2ccccc2)n1C	0	3	1.2	-0.2	0	1	1	2.6	15	-1.9
COc1ccc(OC)c(NC(=O)C2C(C(=O)O)C3(Cl)C(Cl)=C(Cl)C2(Cl)C3(Cl)Cl)c1 (stereo not drawn)	-2	-3	2.0	-0.2	-2	-12	3	5.1	-15	-0.2
O=C(Nc1ccc2c(c1)OCCO2)C1CCN(C(=O)c2ccc(Br)cc2)CC1	·	-5	0.3	-1.6	12	6	0	-0.1	-6	-2.2
COc1ccc(S(=O)(=O)N2CCCC(C(=O)N3CCOCC3)C2)cc1Cl (stereo not drawn)	-1	-9	-1.1	-2.5	-1	-16	-3	2.5	2	-2.2
